Assay outcomes as filed in PubChem.
CFTR F508del cor = CFTR F508del correction in bronchial cells; activity (quench increase), % at 7.58 µM; actives 0.36% (n = 350,000); CFBE cells, YFP halide quenching; stimulated with forskolin plus potentiator P3; % fluorescence drop versus neutral controls;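 active = mean added fluorescence quench of at least 8% versus neutral control, with both replicates also reaching 8%; inconclusive = only one of the mean or replicate conditions met; inactive = mean below 8% and not both replicates reaching 8%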;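 note: cells transiently co-express mutant CFTR-F508del with the halide-sensitive YFP; corrector assay measuring rescue of mutant channel to the surface after 24 h compound exposure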
PglD inh = blocks C. jejuni PglD acetyltransferase activity; inhibition, % at 12.5 µM; actives 0.098% (n = 360,000); AID 602405; purified PglD enzyme, DTNB colorimetric CoA detection; in the data active = inhibition above about 16%, passing the limit was not always enough; inconclusive = no clear call, values can overlap the other calls; note: strong numbers were not always called active
FN deposition inh = fibronectin deposition inhibition; actives 0.086% (n = 350,000); AH1F fibroblasts, Alexa488-fibronectin deposition fluorescence, overnight; AID 743247; inhibition, % at 12.6 µM;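 active = mean inhibition across replicates of 30% or more, regardless of how many single replicates reach that level; inconclusive = mean under 30% yet at least half of replicates reach 30%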;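 note: positive control wells lacked labelled fibronectin entirely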
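Assay system: AH1F fibroblast monolayer, labelled fibronectin deposition. Amount: 10000 cells per well. Also added: labelled fibronectin 24 nM. Compound: single-point pinned compound. Incubation: cell attachment 1 h, compound and FN exposure overnight. Detection: fluorescence after three HBSS washes, excitation 485 nm, emission 525 nm. Read-out: inhibition of fibronectin deposition signal.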
PGC1a acetyl inh = modulators of PGC1a acetylation | inhibition, % at 15.6 µM | U2OS PGC1a acetylation, AlphaScreen anti-acetyl-lysine; with virally co-expressed GCN5 acetyltransferase | actives 0.17% (n = 350,000) | AID 651687;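 active = every replicate shows inhibition of at least 40%; inconclusive = mean inhibition at least 40% but some replicate below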;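 note: 0% = neutral control wells and 100% = positive control wells; some results beyond the cut were filed as inactive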
Statin myotox sup = protects C2C12 myotubes from simvastatin toxicity | ATP luminescence, 48 h; scaled: DMSO 0, geranylgeraniol control 100 | rescue of ATP level, % at 7.49 µM | actives 0.78% (n = 330,000);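 active = mean ATP rescue above about 67%, or every replicate alone reaching that limit, limit read from the data, passing the limit was not always enough; inconclusive = no clear call, values can overlap the other calls; inactive = mean under the limit and some replicate under it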;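 note: myotubes were challenged with 10 µM simvastatin during compound exposure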
miR122 inh = miR-122 inhibition in Huh7 cells | actives 0.3% (n = 340,000) | activation (reporter increase), % at 12.5 µM | AID 602342 | Huh7 miR-122 Renilla luciferase sensor, 48 h; neutral wells = 0, positive control = 100;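 active = mean replicate activation score at least 90 and every replicate individually at or above 90; inconclusive = only one of the two criteria met; inactive = neither criterion met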;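 note: higher luciferase means less miR-122 activity so hits act as miR-122 inhibitors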
GSIS activator = GLuc luminescence reporter in INS-1E cells, primary screen for activators of glucose-dependent secretion of insulin; INS-1E GLuc reporter insulin secretion, 2-3 h; activation, % at 16.6 µM; actives 0.61% (n = 370,000);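 active = lowest replicate activation of at least 40%, so every replicate reaches that level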;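 note: 0% = median of neutral control wells and 100% = median of IBMX positive control wells; some compounds called inactive have numbers as strong as hits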
Cneo AK release = causes C. neoformans cell lysis; actives 0.2% (n = 360,000); lysis activity, % at 15 µM; adenylate kinase release luminescence, 4 h; normalised: neutral wells 0, clomiphene wells 100; AID 651654;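 active = mean lysis activity across replicates of at least 80%, whatever share of replicates individually reach that level; inactive = mean lysis activity below 80%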
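Signal: Adenylate kinase release luminescence | Assay system: Log-phase Cryptococcus neoformans yeast cells | Input: Cells at 5 × 10^6 per mL | Buffer or medium: Fresh YPD growth medium | Compound: Single dose | Schedule: Static 4 h at 37 °C with compound, 1 h detection | Controls: Clomiphene | Read-out: Luminescence rise reflecting yeast cell lysis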
Numbers without * were called inactive; ? = inconclusive; · = not tested or not shown; [ ] = another dose, or the depositor's remark.

SMILES | CFTR F508del cor | PglD inh | FN deposition inh | PGC1a acetyl inh | Statin myotox sup | miR122 inh | GSIS activator | Cneo AK release
O=S1(=O)CC(O)C(NCc2ccco2)C1 (stereo unspecified) | · | 4 | -1 | 1 | -1 | -9 | · | -1
O=C(C[C@@H]1C[C@@H]2c3cc(NC(=O)Nc4ccccc4)ccc3O[C@@H]2[C@@H](CO)O1)NC1CCCC1 | 2.3 | 1 | -2 | -2 | 0 | -6[16.7 µM] | 12 | 1
Cn1c(=O)c(-c2ccccc2[N+](=O)[O-])c(Cl)c2ccccc21 | -0.7 | -10 | 21 | 6 | 21 | -5 | · | -2
C=CC1(C)CN(Cc2ccco2)S(=O)(=O)c2c(F)cccc2O1 (stereo unspecified) | 0.6 | -5 | -2 | -21 | -3 | 8 | -3 | -2
COc1ccc(CNCc2ccc3c(c2)OCO3)c(OC)c1OC | 1.5 | 0 | -2 | 9 | 8 | -9 | 5 | -5
CCN1C(=O)c2cccc3c(NC(=O)C4CCCCC4)ccc1c23 | 1.2 | -3 | · | -11 | 9 | -4 | -4 | -1
O=C(c1ccccc1)c1n[nH]c(-c2ccccc2)cc1=O | 2.3 | · | -16 | -6 | · | · | -3 | ·
Cc1c(C(=O)Nc2ccc3c(c2)OCO3)sc2ncn(CC(=O)N3CC(C)CC(C)C3)c(=O)c12 (stereo unspecified) | · | 1 | 2 | 9 | 15 | 0 | -11 | 3
C=CCc1c(C)nc(C)nc1N/N=C/c1ccccc1O | · | 4 | -5 | 1 | 7 | 2 | -5 | -1
CC(=O)c1cn(N2CCCCC2)c(=O)[nH]c1=O | -1.8 | -4 | 4 | 2 | -7 | 5 | 15 | -1
O=C(Nc1cccc(NC(=O)c2cccc(F)c2)n1)c1cccc(F)c1 | 1.1 | -2 | 1 | -9 | -12 | 2 | 8 | 0
COc1cccc(C2C(C(=O)OC(C)C)=C(C)Nc3ncnn32)c1 (stereo unspecified) | · | -1 | -4 | · | 7 | 8 | · | -1
CCc1noc(C)c1C(=O)Oc1ccc(N(C)S(=O)(=O)c2ccccc2)cc1 | -1.0 | 3 | 6 | · | 1 | 1 | -4 | -1
CC(C)NC(=O)N[C@H]1CC[C@H](CCn2cc(-c3ccccc3)nn2)O[C@@H]1CO | 1.1 | 2 | 10 | -1 | 1 | · | -11 | -4
CC12CCCC(CC(=O)O)(C1)NC(=O)C2 (stereo unspecified) | 1.1 | -6 | -8 | -3 | 1 | · | -1 | 4
COc1ccc(Nc2nc(N3CCCCC3)nc3ccccc23)c(OC)c1 | · | 7 | 2 | -10 | -24 | -4 | -28 | 3
CC(C)NC(=O)c1csc([C@@H]2O[C@H](CO)[C@H](O)[C@H](O)[C@H]2O)n1 | -1.0 | 0 | -3 | 4 | 5 | -2 | 41 | -1
CCCCCOC(=O)C1[C@H]2C(=O)N(Cc3cccs3)C[C@]23C=C[C@H]1O3 (stereo partly specified) | · | 2 | · | 1 | 9 | -5 | · | -1
CCOc1ccc(/C=N/NC(=O)c2[nH]ncc2Br)c(O)c1 | 3.7 | · | 6 | 20 | · | -6 | 26 | ·
CCc1nnc(NC(=O)c2ccc(C)o2)s1 | -0.1 | 0 | 14 | 3 | -2 | -6 | 6 | 0
Cn1c(C(C#N)C(=O)c2sc3ccccc3c2Cl)nc2ccccc21 (stereo unspecified) | · | -7 | 0 | ? | -14 | -3 | · | 3
COCCCN(C(=S)Nc1cc(Cl)cc(Cl)c1)C(C)c1ccccn1 (stereo unspecified) | -0.2 | 6 | -9 | 2 | -7 | -2 | -20 | -1
C[C@H](CO)N1C[C@H](C)[C@@H](CN(C)C(=O)CN(C)C)Oc2ncc(-c3ccc(C#N)cc3)cc2C1=O | -2.9 | -4 | -5 | -4 | 10 | 9[16.7 µM] | 21 | -2
Cc1cc(N2CCN(Cc3ccccc3)CC2)n2nc(C)c(-c3ccccc3)c2n1 | · | -6 | 2 | 5 | 10 | -5 | · | 20
N#C[C@H]1[C@@H](c2ccccc2C2=CCCCC2)[C@H](CO)N1C(=O)C1CCOCC1 | 0.8 | · | -6 | 0 | · | · | -18 | ·
CCCCCCNCC(=O)N1CCC(Cc2ccccc2)CC1 | 1.5 | -1 | -2 | 1 | -3 | 0 | -8 | -2
COCC(=O)N1[C@H](CO)[C@@H](c2ccccc2)C12CN(Cc1cc(F)ccc1F)C2 | 1.6 | · | -4 | 3 | · | · | 2 | ·
CC(=O)Nc1ccc(NC(=O)COC(=O)/C(=C/c2ccccc2)n2nnnc2C)cc1 | -0.7 | -1 | 22 | -30 | 5 | 1 | -41 | 3
CCCCCCCC(=O)NC(Nc1ccc(S(N)(=O)=O)cc1)C(Cl)(Cl)Cl (stereo unspecified) | · | 0 | -4 | -15 | · | -9 | · | 2
COc1ccc(/C=C/c2nnc(NC(C)=O)s2)cc1 | 1.7 | 9 | -2 | 1 | 17 | -7 | · | 1
CN(C)S(=O)(=O)c1ccc(NC(=O)N2CCN(c3ccccc3Cl)CC2)cc1 | · | 1 | · | 5 | -20 | 1 | -21 | 0
Cc1cc(NC(=O)CN2CC(C)OC(C)C2)n(-c2nc3ccccc3s2)n1 (stereo unspecified) | · | -4 | · | -3 | -1 | 5 | · | 0
CCCn1nc(NC(=O)C(C)C)c2cc3cc(OC)ccc3nc21 | 1.7 | -1 | 19 | · | 4 | -1 | 30 | 0
CCCNC(=O)N(C)C[C@@H]1Oc2ncc(/C=C/c3ccccc3)cc2C(=O)N([C@H](C)CO)C[C@H]1C | -2.1 | 2 | · | 6 | 6 | -6[16.7 µM] | 16 | 2
Cc1nc2ccc(NS(=O)(=O)c3ccccc3Cl)cc2s1 | 2.2 | 6 | -9 | 2 | 4 | 24 | -9 | -2
S=C(Nc1ccccn1)c1ccccn1 | · | -1 | · | 8 | -1 | 5 | -9 | -1
CO[C@H](CN(C)C(=O)c1ccccc1F)[C@H](C)CN([C@H](C)CO)S(=O)(=O)c1ccc(Cl)cc1 | 2.8 | -2 | 1 | -6 | 7 | · | 6 | -1
CCOC(=O)C1=C(O)C(Nc2nc3ccccc3s2)(C(F)(F)F)N=C1C (stereo unspecified) | · | -4 | -1 | -16 | 12 | 0 | · | -4
CCn1cc(C(=O)NCCc2ccccc2)c(=O)c2cc(S(=O)(=O)N3CCCC3)ccc21 | 0.6 | 0 | · | 9 | 8 | 4 | -1 | 0
CCc1ccc(Nc2nnc(SCC(=O)N(C)C3CCS(=O)(=O)C3)s2)cc1 (stereo unspecified) | 0.7 | 0 | -1 | -10 | -1 | 9 | 10 | -2
O=S(=O)(NCc1ccccc1)c1ccc(Br)c2nsnc12 | 0.9 | 2 | -4 | 4 | 1 | 14 | -4 | -1
N#Cc1nc(-c2ccccc2)oc1NCCCn1ccnc1 | 1.5 | -3 | -5 | 8 | 7 | 2 | 16 | 1
COc1cccc(NC(=O)CSc2nnc(COc3ccc4c(c3)CCCC4)o2)c1 | · | -3 | · | 1 | 11 | -19 | · | 1
O=C(/C=C/c1ccc(OCCCF)cc1)N1CCOCC1 | -0.4 | -2 | -22 | -3 | 17 | -1 | 18 | 1
O=C(NCCCN1CCOCC1)c1cc(S(=O)(=O)N2CCCCC2)ccc1Cl | -4.1 | -1 | -1 | · | 17 | -14 | 7 | 0
CC(C)(C)NC(=O)C(c1ccccn1)N(C(=O)c1csnn1)C1CCCC1 (stereo unspecified) | -3.9 | 3 | 1 | 1 | -7 | 2 | 18 | 1
C[C@@H]1CN([C@H](C)CO)C(=O)c2cc(NS(C)(=O)=O)ccc2O[C@@H](C)CCCCO[C@@H]1CN(C)Cc1ccc(Cl)c(Cl)c1 | 2.9 | 0 | · | · | ? | 1[16.7 µM] | -22 | 2
O=C(NNC(=O)c1ccccc1OCc1ccc(F)cc1)c1ccccc1O | 1.9 | 1 | 0 | 22 | -5 | · | · | 0

Pulled by compound from the entries so far, three records:
SMILES | CFTR F508del cor | PglD inh | FN deposition inh | PGC1a acetyl inh | Statin myotox sup | miR122 inh | GSIS activator | Cneo AK release
COc1cccc(NC(=O)CSc2nnc(COc3ccc4c(c3)CCCC4)o2)c1 | · | -3 | · | 1 | 11 | -19 | · | 1
CC(C)(C)NC(=O)C(c1ccccn1)N(C(=O)c1csnn1)C1CCCC1 (stereo unspecified) | -3.9 | 3 | 1 | 1 | -7 | 2 | 18 | 1
C[C@@H]1CN([C@H](C)CO)C(=O)c2cc(NS(C)(=O)=O)ccc2O[C@@H](C)CCCCO[C@@H]1CN(C)Cc1ccc(Cl)c(Cl)c1 | 2.9 | 0 | · | · | ? | 1[16.7 µM] | -22 | 2

Continued.
SMILES | CFTR F508del cor | PglD inh | FN deposition inh | PGC1a acetyl inh | Statin myotox sup | miR122 inh | GSIS activator | Cneo AK release
COc1ccc(-c2ccnc3nc(N4CCOCC4)nn23)cc1 | · | -3 | -2 | -13 | -8 | 0 | · | -5
COc1cccc(N2CCN(C(=O)c3ccc(N4C(=O)NC5CC4(C)Oc4ccccc45)cc3)CC2)c1 (stereo unspecified) | · | 5 | · | 13 | 24 | -10 | · | 0
O=C(Nc1ncc(Cc2ccccc2)s1)C1COc2ccccc2O1 (stereo unspecified) | · | 3 | · | 8 | -9 | -2 | · | -1
Cc1noc(C)c1NC(=O)Nc1ccc2c(c1)C(=O)N([C@H](C)CO)C[C@@H](C)[C@H](CN(C)C(=O)Nc1cccc3ccccc13)OCCCC[C@H](C)O2 | 0.9 | · | 7 | -10 | · | · | -5 | ·
CN1CCN(C(=O)c2ccc3c(c2)N(Cc2ccccc2F)C(=O)c2ccccc2S3=O)CC1 (stereo unspecified) | -1.0 | -2 | -2 | 0 | 16 | 2 | -12 | -1
C[C@@H]1CN([C@H](C)CO)C(=O)c2c(c3ccccc3n2C)-c2ccccc2CO[C@@H]1CN(C)S(=O)(=O)c1cn(C)cn1 | -1.3 | -1 | -7 | -20 | 7 | · | 9 | 1
CC(C)(C)Cc1c(-c2ccc(F)cc2)nc2ccc(Br)cn12 | -2.8 | 4 | -4 | -11 | 2 | 3 | · | 7
c1ccc(CSc2nnc(SCc3ccccn3)s2)nc1 | · | -2 | 6 | -13 | -15 | -6 | 6 | -3
C=CCNc1cnn(CC(C)=O)c(=O)c1Br | · | -4 | · | -1 | · | -5 | 12 | 1
O=C(C[C@@H]1CC[C@H](NC(=O)C2CCC2)[C@H](CO)O1)NCCCN1CCOCC1 | -1.7 | 2 | -6 | -2 | -6 | · | -7 | -5
Cc1onc(-c2c(Cl)cccc2Cl)c1C(=O)N1CCc2ccccc21 | · | -4 | · | -21 | 0 | · | 8 | 0
Cc1ccc(C(C#N)c2ccc(Cl)nn2)cc1 (stereo unspecified) | -0.8 | · | -2 | -2 | · | · | -8 | ·
CCc1ccc(OCC(O)CN2CCCC2)cc1 (stereo unspecified) | -0.2 | -4 | -11 | · | 9 | -1 | 6 | -1
COCC#Cc1ccc2c(c1)O[C@H](CN(C)Cc1ccncc1)[C@@H](C)CN([C@H](C)CO)S2(=O)=O | 1.4 | 0 | -1 | -16 | -16 | 6[16.7 µM] | 4 | 3
N#CCCn1cc(/C=N/NC(=O)c2ccncc2)c(-c2ccccc2)n1 | · | 13 | · | 10 | -5 | -5 | · | 11
